# Assay outcomes as filed in PubChem.
# TDP43 rescue: qHTS of TDP-43 Inhibitors. TDP-43 expressing yeast growth rescue, BacTiter-Glo, 24 h. Potency, µM (highest dose often 46.1 µM), for inactives: at the top dose growth rescue (activation), most hits filed as activators. 410,000 compounds, 1.8% hits. AID 652104, 2013; further: potency means the concentration at half of the fitted maximal effect; % of control where 0% means no effect; nearly all actives have a fitted effect of over 50% in size
#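 Yeast expressing TDP-43 (pregrown in raffinose, seeded at OD600=0.02 in galactose medium) exposed to compounds 24 hr at 30 deg C. Growth read by BacTiter-Glo luminescence; rescue of toxicity appears as increased signal.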
# aSyn rescue: qHTS of alpha-syn Inhibitors. Yeast expressing alpha-synuclein, growth rescue, BacTiter-Glo, 24 h. Potency, µM (doses to about 46.1 µM), for the others: top-dose growth rescue (activation), actives largely listed as activators. 370,000 compounds, 0.14% hits. AID 652106, 2013; further: potency means the concentration at half of the fitted maximal effect; % of control where 0% means no effect; nearly all actives have a fitted effect of over 65% in size
#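 Screening used galactose-induced yeast with toxic alpha-synuclein levels, exposed to compound for 24 hr at 30 deg C. Cell growth, read with BacTiter-Glo luminescence, gave the measured signal.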
# DRD3 agonist: qHTS of D3 Dopamine Receptor Agonist: qHTS | D(3) dopamine receptor (Homo sapiens), P35462 | D3R DiscoveRx beta-arrestin cells, luminescence, 90 min | max activation, % | 410,000 compounds, 0.58% hits | AID 652048, 2013; in the data active means max activation above about 30%; further: 0% is about no effect; mostly tested at two doses, the higher about 12 µM
# Target sequence (P35462 whole entry, looked up): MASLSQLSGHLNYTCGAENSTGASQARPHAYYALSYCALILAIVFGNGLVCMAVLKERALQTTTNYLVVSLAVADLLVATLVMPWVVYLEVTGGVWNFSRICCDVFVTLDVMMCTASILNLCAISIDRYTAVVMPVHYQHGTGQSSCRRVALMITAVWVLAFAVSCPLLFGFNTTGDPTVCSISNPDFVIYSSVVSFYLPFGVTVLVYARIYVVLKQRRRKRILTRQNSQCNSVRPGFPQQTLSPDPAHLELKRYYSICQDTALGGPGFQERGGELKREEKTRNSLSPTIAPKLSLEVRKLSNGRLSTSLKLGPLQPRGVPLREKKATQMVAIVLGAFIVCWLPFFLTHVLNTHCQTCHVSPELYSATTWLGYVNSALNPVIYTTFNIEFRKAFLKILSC
#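 Agonist-mode cell screen: cells plated at 1500/well and incubated overnight at 37 °C, then exposed to library compounds for 90 min at 37 °C. Detection reagent was added for 30–60 min at room temperature, and luminescence was read.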
# PTHR1 agonist: qHTS for PTHR1 Agonists: Primary Screen. Parathyroid hormone/parathyroid hormone-related peptide receptor (Homo sapiens), Q03431. HEK293 GP2 PTHR1 cells, GloSensor cAMP luminescence, 1 h. Potency, µM (doses to about 115 µM), for the others: at the top dose activation, hits mostly activators. 410,000 compounds, 0.075% hits. AID 743266, 2014; further: potency means the concentration at half of the fitted maximal effect; nearly all actives have a fitted effect of over 55% in size; some results filed as inactive show a strong effect at the top dose; inactives centre near -15; many of its hits are not listed in these tables
# Target sequence (Q03431 whole entry, looked up): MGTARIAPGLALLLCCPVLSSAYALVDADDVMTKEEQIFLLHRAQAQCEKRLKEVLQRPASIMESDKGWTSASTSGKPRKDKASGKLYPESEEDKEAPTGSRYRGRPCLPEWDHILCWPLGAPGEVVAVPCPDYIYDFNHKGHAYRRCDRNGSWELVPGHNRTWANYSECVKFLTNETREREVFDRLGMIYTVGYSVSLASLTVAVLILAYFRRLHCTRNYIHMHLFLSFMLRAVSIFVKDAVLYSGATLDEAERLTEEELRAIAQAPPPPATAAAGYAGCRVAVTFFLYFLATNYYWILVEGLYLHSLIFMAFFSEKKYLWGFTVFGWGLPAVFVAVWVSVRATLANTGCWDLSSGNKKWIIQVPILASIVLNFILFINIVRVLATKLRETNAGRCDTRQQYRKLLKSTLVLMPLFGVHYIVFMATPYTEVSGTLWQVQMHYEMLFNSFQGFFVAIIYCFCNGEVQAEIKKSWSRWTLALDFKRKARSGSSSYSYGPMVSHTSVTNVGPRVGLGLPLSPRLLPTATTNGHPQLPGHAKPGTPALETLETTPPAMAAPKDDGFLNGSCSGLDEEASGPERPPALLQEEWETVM
#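 HEK-293-derived GP2 cells expressing PTHR1 and a GloSensor cAMP reporter, 3,000/well, plated overnight, given luciferin plus IBMX (each 0.5 mM as added) for 1 h at 37 °C, then compound for 1 h at 37 °C. Luminescence was read after 15 min at room temperature.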
# GLP1R inv ag: qHTS of GLP-1 Receptor Inverse Agonists (Inhibition Mode). 410,000 compounds, 1.6% hits. HEK293 GLP-1R CRE-luciferase, luminescence, 24 h; GLP-1R form is constitutively active. Glucagon-like peptide 1 receptor (Homo sapiens), P43220. Potency, µM (doses to about 38.3 µM), for inactives: at the top dose activity change, negative = inhibition, most hits filed as inhibitors. AID 624417, 2012; further: potency means the concentration at half of the fitted maximal effect; on the % scale 0 is the no-effect control and ±100 the full control effect; nearly all actives have a fitted effect of over 55% in size
#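 Luminescence readout: a drop in cAMP-driven luciferase signal flags inverse agonism at a constitutively active GLP-1R stably expressed in HEK293. Compound exposure lasted 24 hr at 37 deg C, 5% CO2.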
# GLP1R ag: qHTS of GLP-1 Receptor Agonists; Glucagon-like peptide 1 receptor (Homo sapiens), P43220; HEK293 GLP-1R CRE-luciferase, luminescence, 4-6 h; cells express a hypersensitive GLP-1R form; Potency, µM (top dose mostly 45.6 µM), without a hit: at the highest dose activation, hits mostly activators; 380,000 compounds, 0.007% hits; AID 624172, 2012; further: potency means the concentration at half of the fitted maximal effect; % of control where 0% means no effect
# KB-V1 MDR tox: qHTS assay for MDR1-selective chemotherapeutics: Primary screen using the drug-selected MDR subline cells KB-V1; Potency, µM (doses to about 46.1 µM), for the others: top-dose activity change, negative = cytotoxicity, hits mostly cytotoxic; KB-V1 MDR cells viability, CellTiter-Glo, 72 h; AID 1347076, 2019; 400,000 compounds, 3.4% hits; further: potency means the concentration at half of the fitted maximal effect; on the % scale 0 is the no-effect control and ±100 the full control effect; nearly all actives have a fitted effect of over 60% in size
#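 Cells of the MDR subline KB-V1 are plated, dosed with compound at multiple concentrations, and incubated 72 h at 37 degrees C; CellTiter-Glo is then added and luminescence read after 10 min.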
# DRD3 antagonist: qHTS of D3 Dopamine Receptor Antagonist: qHTS | 360,000 compounds, 2.5% hits | AID 652054, 2013 | D3R cells, DiscoveRx beta-arrestin luminescence, antagonist mode; hits give low values | D(3) dopamine receptor (Homo sapiens), P35462 | max response, negative = inhibition, %; in the data active means max response below about -50%; inconclusive means no clear call, values can overlap the other calls; further: on the % scale 0 is the no-effect control and ±100 the full control effect; mostly tested at two doses, the higher about 12 µM
#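 Cells plated overnight at 1500 cells/well, then exposed to library compounds with dopamine controls for 90 minutes at 37 degrees C. DiscoveRx reagent added for 30–60 minutes at room temperature; luminescence read, quantitative HTS format.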
# HEK293 tox: qHTS of GLP-1 Receptor Inverse Agonists: Cytotox Screen | AID 624418, 2012 | HEK293 cAMP-luciferase reporter cells, luminescence, 24 h | 410,000 compounds, 0.13% hits | Potency, µM (series often up to 38.3 µM), for the others: top-dose activity change, negative = inhibition, usual class: inhibitors;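 further: loss of luciferase light is scored as toxicity; potency means the concentration at half of the fitted maximal effect; on the % scale 0 is the no-effect control and ±100 the full control effect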
#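 1536-well qHTS counterscreen of the MLSMR; 200 cells/uL, 12 h pre-incubation, 23 nL cpd, 24 h at 37 deg C 5% CO2, luciferase detection reagent, 12 min RT, luminescence. Inhibition = undesired.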
# Active calls of the source: *; i = inactive; ? = inconclusive; . = not tested or not shown; [ ] = remark or other dose. Unless noted, the call rests on the fitted dose curve; in most records, active means well fitted curve in the direction sought with a large enough effect; inconclusive means small, poorly fitted or top-dose-only effect, or another doubt; inactive means no such curve, though single readings can be large; an effect the other way counts as inactive or inconclusive.
[1] CC12CN3CC(C)(CN(C1)C3c1ccc([N+](=O)[O-])o1)C2 (stereo not given)
[2] Cc1c(NC(=O)c2nc3ccccc3n(C)c2=O)cccc1[N+](=O)[O-]
[3] COc1cccc(-c2cn3c(n2)sc2cc(C(=O)NCCC4=CCCCC4)ccc23)c1
[4] O=[N+]([O-])c1ccc(NC2CCN(Cc3ccccc3)CC2)c([N+](=O)[O-])c1
[5] CCC(C(=O)NC1CCCC1)N(Cc1ccc2c(c1)OCO2)C(=O)c1snc(C(N)=O)c1N (stereo not given)
[6] Cc1cccc(NC(=O)C2CCN(c3cnccn3)CC2)c1
[7] COc1ccc(-n2c(SC)nc(O)c(Cc3ccccc3)c2=O)cc1
[8] COc1ccc(N2C(=NC(=O)C3CCCCC3)SC3CS(=O)(=O)CC32)cc1OC (stereo not given)
[9] CC1=C(C(=O)N2CCOCC2)CC(CC(=O)NC2CC2)C(=O)N1CCC1=CCCCC1 (stereo not given)
[10] COc1ccc(-c2cc3nc(-c4ccccc4)cc(N4CCC5(CC4)OCCO5)n3n2)cc1
assay / entry,1,2,3,4,5,6,7,8,9,10
TDP43 rescue,11µM*,0%,8%,10%,-19%,.,-12%,9%,21%,?
aSyn rescue,-58%[inhibitor],.,.,1%,6%,.,0%,-2%,14%,-20%
DRD3 agonist,-7,1,-8,-4,7,3,0,-2,0,18
PTHR1 agonist,-18%,i,-13%,-1%,i,-21%,-5%[57.5 µM],-2%,-23%,-6%[57.5 µM]
GLP1R inv ag,9%,2%,?,?,0%,18%,4%,25%,30%[activator],-3%
GLP1R ag,0%,0%,.,9%,-1%,.,6%,-5%,-1%,-1%
KB-V1 MDR tox,-11%,-18%,.,-20%,0%,0%,-3%,?,14%,1%
DRD3 antagonist,-17,.,.,-62*,?,.,11,0,-22,21
HEK293 tox,11%,-4%,-7%,-15%,-14%,-7%,1%,-5%,5%,22%

[11] CCOC(=O)c1[nH]c(C)c(C(=O)OCc2ccc(C)cc2)c1C
[12] CC(C)NC(=O)Nc1ccc2c(c1)C(=O)N([C@H](C)CO)C[C@H](C)[C@@H](CN(C)S(=O)(=O)c1cccs1)O2
[13] Cc1cccc(NC(=O)c2sc3nc4c(c(-c5ccco5)c3c2N)CCC4)c1
[14] Cc1c2cnn(CC(=O)N3CCN(c4ccccc4)CC3)c(=O)c2c(C)n1Cc1ccccc1Cl
[15] Cc1nn(-c2ccc(Cl)cc2)c(NC(=O)C(C)C)c(-c2ccccc2)c1=O
[16] COc1cc(N2C(=O)CSC23C(=O)Nc2ccccc23)cc(OC)c1OC (stereo not given)
[17] Cc1cccc(Cn2nc(C)c(NC(=O)c3ccc(F)cc3)c2C)c1
[18] O=C(CSCC(=O)c1ccccc1)Nc1ccccc1Cl
[19] N#Cc1c(N(CCO)CCO)nc(N)c2c(N)nc3c(c12)CC(=O)N3CC1CCCO1 (stereo not given)
[20] COc1ccccc1-c1cnc(C(O)c2ccc(C)c(F)c2)[nH]1 (stereo not given)
assay / entry,11,12,13,14,15,16,17,18,19,20
TDP43 rescue,12%,22%,6%,2%,5%,7%,-6%,-2%,-3%,?
aSyn rescue,0%,2%,2%,.,7%,0%,-5%,-6%,-6%,6%
DRD3 agonist,0,10,-12,2,5,1,-17,0,4,-1
PTHR1 agonist,i,i,i,22%,i,i,-3%,i,i,-1%
GLP1R inv ag,-15%,14%,?,20%,-5%,2%,?,?,1%,8%
GLP1R ag,8%,-4%,-3%,.,1%,2%,-1%,0%,-1%,9%
KB-V1 MDR tox,-15%,?,5%,-5%,?,2%,8%,1%,1%,?
DRD3 antagonist,-12,7,?,.,-1,10,?,22,-2,8
HEK293 tox,2%,2%,221%[activator],-9%,2%,18%,-5%,-15%,23%,-7%

[21] CN(C)CCNc1ncnc2c1ncn2[C@H]1CN(Cc2ccc(F)cc2)C[C@@H](CO)O1
[22] Cn1ncc2c(Nc3cccc(Cl)c3)nc(Nc3cccc(Cl)c3)nc21
[23] O=C(Nc1ccc2c(c1)C(=O)OC2)Nc1cccc2ccccc12
[24] COc1ccc(/C=C(/C(=O)N2CCCCC2C(=O)O)c2ccc(OC)c(OC)c2)cc1 (stereo not given)
[25] O=C(O)CSc1c2c(nc3cc(C(=O)N4CCOCC4)ccc13)CCCC2
[26] S=c1nc2ccccc2c2nc(-c3ccccc3)[nH]n12
[27] O=C(CONS(=O)(=O)c1ccc(Cl)cc1)NCCNc1ncc(C(F)(F)F)cc1Cl
[28] O=C(NN=C1CCCCCC1)c1ccc(Cl)s1
[29] CC(C)N1CC(=O)N2CSCC2C1=O (stereo not given)
[30] CCOc1cccc(-c2nnc3n2N=C(c2cc(OC)ccc2OC)CS3)c1
assay / entry,21,22,23,24,25,26,27,28,29,30
TDP43 rescue,-6%,-92%[inhibitor],-25%,-31%[inhibitor],-10%,11%,-11%,-5%,12%,-12%
aSyn rescue,6%,13%,10%,1%,1%,-9%,-17%,-10%,-6%,-7%
DRD3 agonist,-1,10,4,0,9,-4,5,7,-3,-2
PTHR1 agonist,-24%,i,-15%,-81%[inhibitor],i,i,-37%[inhibitor],-37%[inhibitor],-24%,-22%
GLP1R inv ag,8%,11µM*,10%,6%,0%,?,?,8%,33%[activator],6%
GLP1R ag,-1%,6%,7%,-3%,-2%,-3%,16%,-5%,1%,?
KB-V1 MDR tox,0%,?,13%,-2%,16%,-21%,-4%,0%,-3%,-19%
DRD3 antagonist,8,51,-19,-18,13,-7,11,-8,-16,4
HEK293 tox,2%,-29%,8%,34%[activator],22%,0.89µM*,-15%,5%,0%,1%

[31] Cc1nnc(N(Cc2ccco2)C(=O)c2ccc(C#N)cc2)s1
[32] O=C(c1cnn2c1NC(c1ccc(Br)cc1)CC2C(F)(F)F)N1CCN2CCCC2C1 (stereo not given)
[33] NC(=O)c1ccsc1NC(=O)COC(=O)c1c(F)cccc1Cl
[34] O=C(Nc1cccnc1)C1OCCc2ccccc21 (stereo not given)
[35] Cc1cc(/C=C2/NC(=O)NC2=O)c(C)n1C
[36] CC(=O)c1ccc(N2CCN(C(=S)Nc3cccc(F)c3)CC2)cc1
[37] CCOC(=O)c1ccc(NC=C2C(=O)OC3(CCCCC3)OC2=O)cc1
[38] Cc1ccc(CCNc2ccccc2)c[n+]1[O-]
[39] COc1ccc(NC(=O)Cc2c(Cl)cccc2Cl)cn1
[40] Cc1ccc(/C=N/N2CCN(Cc3ccc(C)cc3)CC2)cc1
assay / entry,31,32,33,34,35,36,37,38,39,40
TDP43 rescue,12%,-26%,-5%,-3%,5%,8%,-20%,-4%,19%,-42%[1.82 µM]
aSyn rescue,0%,10%,-3%,-14%,2%,-8%,4%,-2%,-7%,0%
DRD3 agonist,-7,-13,0,-7,4,-5,0,1,-3,-21
PTHR1 agonist,i,i,-19%,i,i,-20%[57.5 µM],-11%,0%[57.5 µM],-19%,0%
GLP1R inv ag,0%,0%,12%,4%,21%,-7%,4%,0%,-17%,-49%
GLP1R ag,1%,-3%,10%,4%,4%,1%,5%,-10%,8%,12%
KB-V1 MDR tox,-9%,0%,-18%,7%,-4%,-4%,-13%,-9%,3%,?
DRD3 antagonist,37,-27,-18,-15,2,9,-12,-16,7,-6
HEK293 tox,-4%,-25%,-15%,1%,-5%,1%,-6%,-13%,9%,0%

# Reprinted from the part before: 2 entries; new compounds follow.
[39] COc1ccc(NC(=O)Cc2c(Cl)cccc2Cl)cn1
[40] Cc1ccc(/C=N/N2CCN(Cc3ccc(C)cc3)CC2)cc1
[41] CCn1c(CNC(=O)c2ccco2)nnc1SCC(=O)Nc1ccc(Br)cc1F
[42] CCOC(=O)C(=CNc1ccc2c(c1)c1ccccc1n2CC)C(=O)OCC
[43] O=C(CSC1=Nc2ccccc2C2=NC(Cc3ccccc3)C(=O)N12)Nc1ccccc1C(F)(F)F (stereo not given)
[44] CCCCC1(C)OC(=O)C(=Cc2ccc(-c3ccc(Cl)c(C(=O)O)c3)o2)C(=O)O1 (stereo not given)
[45] Nc1nnnn1/N=C/c1cc([N+](=O)[O-])ccc1O
[46] COC(=O)C(C)(C)NC(=O)c1cccs1
assay / entry,39,40,41,42,43,44,45,46
TDP43 rescue,19%,-42%[1.82 µM],0%,6%,11%,-21%,?,-3%
aSyn rescue,-7%,0%,6%,5%,.,2%,-10%,-4%
DRD3 agonist,-3,-21,3,66*,-10,3,-18,7
PTHR1 agonist,-19%,0%,i,i,i,-24%,13%,i
GLP1R inv ag,-17%,-49%,?,-5%,5%,-16%,12%,3%
GLP1R ag,8%,12%,-4%,-1%,.,0%,-4%,1%
KB-V1 MDR tox,3%,?,-24%,9%,-16%,11%,0%,1%
DRD3 antagonist,7,-6,13,134,.,17,-17,-2
HEK293 tox,9%,0%,-8%,15%,-6%,-1%,-20%,7%

# Molecules shown so far with bromine:
[32] O=C(c1cnn2c1NC(c1ccc(Br)cc1)CC2C(F)(F)F)N1CCN2CCCC2C1 (stereo not given)
[41] CCn1c(CNC(=O)c2ccco2)nnc1SCC(=O)Nc1ccc(Br)cc1F
assay / entry,32,41
TDP43 rescue,-26%,0%
aSyn rescue,10%,6%
DRD3 agonist,-13,3
PTHR1 agonist,i,i
GLP1R inv ag,0%,?
GLP1R ag,-3%,-4%
KB-V1 MDR tox,0%,-24%
DRD3 antagonist,-27,13
HEK293 tox,-25%,-8%

# The list is partial; rates above refer to the full screens.
